3CLpro inhibitor – SARS-CoV 3CLpro protease inhibition; recombinant SARS-CoV 3CLpro, quenched FRET peptide cleavage; inhibition, % at 6 µM; 0.14% of 290,000 active; P0C6X7; in the data active means inhibition above about 12%
Y pestis TopoI – blocks Yersinia pestis topoisomerase I activity. Y. pestis Topo-I cleavage product accumulation, plate reader. activity, % at 10 µM. 0.064% of 360,000 active; in the data active means activity above about 50%, passing the limit was not always enough; further: inactives centre near 2
MazEF act – activators of E. coli MazEF toxin-antitoxin RNase; 0.32% of 350,000 active; activation, % at 20 µM; FAM/BHQ RNA-DNA oligo cleavage fluorescence, 5 h; P0AE70; in the data active means activation above about 50%
Target sequence (P0AE70 whole entry, looked up): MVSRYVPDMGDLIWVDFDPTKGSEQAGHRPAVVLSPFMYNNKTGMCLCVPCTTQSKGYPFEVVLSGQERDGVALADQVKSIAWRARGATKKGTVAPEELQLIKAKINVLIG
Anthrax LF prot – blocks Bacillus anthracis lethal factor protease; P15917; multiplex microsphere protease cleavage assay, LF; inhibition, % at 10 µM; 0.12% of 360,000 active; AID 588501; in the data active means inhibition above about 30%; further: plate controls were buffer without enzyme for full effect and enzyme alone for no effect
PfHsp40 rescue – compounds rescuing yeast from Plasmodium falciparum HSP40 toxicity | growth rescue, % at 12.5 µM | S. cerevisiae expressing PfHsp40, growth rescue, ATP luminescence | 0.68% of 340,000 active | AID 504582; in the data active means growth rescue above about 28%, passing the limit was not always enough;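 further: yeast W303a lacking pdr1 and pdr3 grown in galactose medium; growth measured after three days at 30 °C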
SSB-PriA inh – K. pneumoniae PriA-SSBct interaction inhibition; inhibition, % at 33 µM; AlphaScreen SSBct-PriA binding, biotinylated peptide; 0.6% of 430,000 active; in the data active means inhibition mostly above about 37%, no sharp cut-off; inactive means mostly below about 20%;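 further: plate controls were negative control peptide for no effect and reference peptide for full effect; strong numbers were not always called active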
DUSP3 inh – blocks human VHR1 dual specificity phosphatase; recombinant VHR phosphatase, pNPP absorbance; 0.52% of 290,000 active; inhibition, % at 13.3 µM; P51452; in the data active means inhibition above about 50%; further: some compounds called inactive have numbers as strong as hits
Target sequence (P51452 whole entry, looked up): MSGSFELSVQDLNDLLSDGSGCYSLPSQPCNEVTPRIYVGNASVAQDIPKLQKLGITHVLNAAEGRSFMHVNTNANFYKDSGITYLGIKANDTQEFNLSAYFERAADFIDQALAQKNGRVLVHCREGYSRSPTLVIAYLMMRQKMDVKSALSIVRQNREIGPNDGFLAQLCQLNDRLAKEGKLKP
TcdB GH inh – blocks C. difficile toxin B glycohydrolase activity; P18177; TcdB glycohydrolase enzymatic assay, plate reader; inhibition, % at 9.99 µM; 0.24% of 350,000 active; AID 652162; in the data active means inhibition above about 10%
Rv3671c protease – Rv3671c (M. tuberculosis) protease inhibition; 0.048% of 320,000 active; AID 2606; P9WHR9; inhibition, % at 5.96 µM; in the data active means inhibition above about 38%;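 further: extracellular domain of Rv3671c used as enzyme; 0% = enzyme with DMSO and 100% = no enzyme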
Target sequence (P9WHR9 whole entry, looked up, the tested form may be a part): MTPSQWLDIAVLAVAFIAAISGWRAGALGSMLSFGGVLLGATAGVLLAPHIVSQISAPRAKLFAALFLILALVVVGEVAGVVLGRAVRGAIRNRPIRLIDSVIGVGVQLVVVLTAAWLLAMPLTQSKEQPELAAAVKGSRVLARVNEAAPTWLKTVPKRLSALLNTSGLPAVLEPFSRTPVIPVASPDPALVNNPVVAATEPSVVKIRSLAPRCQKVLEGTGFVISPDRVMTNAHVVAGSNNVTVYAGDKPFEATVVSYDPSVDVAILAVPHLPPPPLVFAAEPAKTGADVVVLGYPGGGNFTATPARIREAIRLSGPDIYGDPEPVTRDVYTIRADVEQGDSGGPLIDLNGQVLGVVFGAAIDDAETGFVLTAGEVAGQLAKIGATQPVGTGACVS
Vc quorum ag – inducers of Vibrio cholerae quorum light production without autoinducers; V. cholerae BH1578 lux reporter, luminescence, 6 h; activation, % at 18.7 µM; 0.16% of 350,000 active; in the data active means activation mostly above about 9.7%, no sharp cut-off; further: not every result past the cut was called active; inactives centre near 0; reference of the scale not given here
An asterisk follows results filed as active; i = inactive; · = no result given; & = joins results of further samples. A portion of the library (hit frequency here may not be typical).

Values run as follows: 3CLpro inhibitor	Y pestis TopoI	MazEF act	Anthrax LF prot	PfHsp40 rescue	SSB-PriA inh	DUSP3 inh	TcdB GH inh	Rv3671c protease	Vc quorum ag
- O=C(CCC1CCCC1)N1CCN(C2CCCC2)CC1
 : 3	-8	2	1	-0.5	-6	7	·	-5	i
- Cc1ccccc1-c1nc(CN2CCSCC2)c(C)o1
 : 6	7	-14	4	0.1	-3	15	-0.2	0	-1.3
- CC1CCc2c(sc(NC(=O)COC(=O)c3ccccc3NCc3ccco3)c2C#N)C1 (stereo unspecified)
 : 0	3	-2	-9	-1.0	-8	10	·	-8	i
- Cc1cc(NC(=O)COC(=O)c2ccco2)no1
 : -1	5	7	1	-0.8	-10&-6	26	2.7	4	i
- Cc1ccc(OCCC(=O)OCC(=O)NC(=O)NCc2ccccc2)cc1
 : ·	35	-2	·	2.5	-4	·	-0.5	-3	i
- O=C(COC(=O)CN1C(=O)c2ccccc2C1=O)NC1CCCC1
 : -6	-2	5	-6	-0.3	-2	26	1.1	1	-0.3
- Cc1nnc(SCC(=O)NCC2CCCCC2)n(N)c1=O
 : 1	6	6	6	-1.0	-12	-14	·	-2	i
- COc1cccc(NC(=O)COC(=O)c2cc(S(=O)(=O)N3CCOCC3)ccc2C)c1
 : -3	16	8	-1	1.6	-4	23	·	8	-2.0
- CCCNC(=O)Nc1cccc(NC(C)=O)c1
 : 4	0	-3	-3	0.0	-12	17	0.5	2	1.1
- Cc1ccc(S(=O)(=O)N2CCN(C(=O)CCn3cncn3)CC2)cc1
 : -2	3	-4	-2	-1.3	-7	14	1.0	0	-0.1
- O=C1CC(NS(=O)(=O)c2ccc([N+](=O)[O-])cc2)CN1c1cccc(F)c1 (stereo unspecified)
 : ·	-15	5	-2	0.5	-8	·	0.8	-2	-1.2
- CCOc1c(Cl)cc(/C=N/O)cc1OC
 : 0	-3	10	-3	-0.2	·	34	·	3	-0.5
- O=C(OCCc1cc2ccccc2c(=O)o1)c1cccc(Br)c1
 : ·	11	-9	-9	0.1	-45	·	0.4	-13	i
- COc1ccccc1OCc1ccc(C(=O)NCC(C)C)o1
 : -1	-2	4	-2	-0.5	-2	1	0.8	2	-0.2
- O=C(c1cc2c(s1)CCCC2)N1CCN(Cc2ccc3c(c2)OCO3)CC1
 : 0	-2	2	0	0.4	14	8	·	5	0.7
- O=C(O)CCCC(=O)NNC(=O)c1cccc(Br)c1
 : 1	4	1	-1	-0.1	-14	-6	1.8	4	-0.3
- Cc1cc(OCc2nn[nH]n2)c2c(-c3ccccc3)cc(=O)oc2c1
 : -1	4	5	-2	0.4	-18	-9	·	3	i
- COc1cc(/C=N/NC(=O)CC(=O)NC2CCCCC2)ccc1O
 : 3	5	11	-6	-1.6	·	13	-0.2	9	i
- Cc1ccc(NC(=O)CN2CCCCC2)c2c1CC(C)(C)O2
 : -2	0	4	-2	-0.3	0	-5	0.3	0	i
- Cc1ccc(N/N=C(\C#N)C(=N)N2CCCCCC2)cc1
 : 5	-16	4	-4	0.2	·	20	0.4	-6	-0.2
- CCOC(=O)CCNC(=O)c1ccc2nc(C3CCCCC3)oc2c1
 : -6	5	2	19	1.6	-15	15	0.4	-5	-0.7
- COc1ccccc1NS(=O)(=O)c1ccc(NC(=O)c2[nH]nc(OC)c2[N+](=O)[O-])cc1
 : -4	-11	0	4	-0.7	5	6	1.5	·	-0.2
- CCC1CCCCN1C(=O)COc1ccccc1NC(C)=O (stereo unspecified)
 : -4	8	5	-6	0.6	-4	10	3.0	-3	i
- C=CCN1CC(=O)N2C(C)c3[nH]c4ccccc4c3C[C@H]2C1=O (stereo partly specified)
 : 0	-3	15	-8	-2.5	-1	12	1.2	-2	7.7
- Cc1ccc(C2(C)NC(=O)N(CC(=O)N3CC(=O)Nc4ccccc43)C2=O)cc1 (stereo unspecified)
 : ·	1	3	6	0.0	-7	·	2.0	6	-2.9
- COC(=O)CCN(C(=O)c1cc([N+](=O)[O-])cc([N+](=O)[O-])c1)c1ccccn1
 : 1	2	0	0	-0.2	-3	38	1.7	4	0.3
- C/C(CC(=O)N(C(C)C)C(C)C)=N\NC(=O)COc1ccc(Br)cc1Br
 : 9	-2	-2	-1	-0.9	·	5	0.3	6	-0.4
- O=C(O)c1ccccc1/C=N/N1CCN(C2c3ccccc3-c3ccccc32)CC1
 : 2	22	-6	-4	2.1	·	-4	-2.0	1	i
- O=C(CCCOc1ccc(Cl)cc1)N1CCCCC1
 : 1	6	-6	-3	-0.2	-12	-20	1.0	3	0.0
- CC1(C)Cc2nc(N)c(=O)sc2C1
 : -2	3	2	-4	-1.4	-20	18	1.3	-6	1.8
- CN(C)CCN(C)C1CN(Cc2ccc([N+](=O)[O-])cc2)S(=O)(=O)C1 (stereo unspecified)
 : ·	1	2	-2	·	·	·	0.7	·	-0.4
- CN(C)S(=O)(=O)c1ccc(NC(=O)CSc2nnnn2C)cc1
 : 1	1	14	-4	-0.6	-8	-3	0.8	-1	-0.5
- CCOC(=O)C1CCN(C(=O)C23CC4CC(CC(C4)C2)C3)CC1
 : 1	3	0	5	-0.5	-2	24	·	6	0.5
- Cc1ccccc1Cn1cc(NC(=O)CCCn2nc([N+](=O)[O-])cc2C)cn1
 : 4	0	-7	-2	-0.3	7	19	0.6	4	-0.5
- O=C(N/N=C/c1ccc(O)cc1O)NC12CC3CC(CC(C3)C1)C2
 : 1	-8	9	4	·	·	20	1.1	16	-0.5
- O=C1CC(NC(=O)C(F)(F)F)c2cc3c(cc21)OCO3 (stereo unspecified)
 : 0	-3	-6	-7	0.3	-14	-6	6.8	-3	-0.3
- COc1cccc(N2[C@@H](CC(=O)O)c3ccc(/C=C/C(=O)O)cc3S2(=O)=O)c1
 : ·	3	-3	-3	-1.7	1	·	0.3	-5	-0.9
- O=C(c1cccc2ccccc12)N1CCN(c2ccc([N+](=O)[O-])c(N3CCOCC3)c2)CC1
 : -1	42	-9	-1	1.1	12	5	2.6	-5	-0.1
- O=[N+]([O-])c1ccc2nc(NS(=O)(=O)c3ccccc3[N+](=O)[O-])sc2c1
 : 1	2	2	-3	-0.5	1	22	-0.5	-5	1.8
- CC(=O)Nc1ccc(/C=C/c2ccc3c([N+](=O)[O-])cccc3n2)cc1
 : 2	3	-24	-6	-0.5	8	12	1.0	-3	i

5 records picked at random from the list so far:
Values run as follows: 3CLpro inhibitor	Y pestis TopoI	MazEF act	Anthrax LF prot	PfHsp40 rescue	SSB-PriA inh	DUSP3 inh	TcdB GH inh	Rv3671c protease	Vc quorum ag
- CC1(C)Cc2nc(N)c(=O)sc2C1
 : -2	3	2	-4	-1.4	-20	18	1.3	-6	1.8
- C/C(CC(=O)N(C(C)C)C(C)C)=N\NC(=O)COc1ccc(Br)cc1Br
 : 9	-2	-2	-1	-0.9	·	5	0.3	6	-0.4
- CCOC(=O)C1CCN(C(=O)C23CC4CC(CC(C4)C2)C3)CC1
 : 1	3	0	5	-0.5	-2	24	·	6	0.5
- CCC1CCCCN1C(=O)COc1ccccc1NC(C)=O (stereo unspecified)
 : -4	8	5	-6	0.6	-4	10	3.0	-3	i
- CCOC(=O)CCNC(=O)c1ccc2nc(C3CCCCC3)oc2c1
 : -6	5	2	19	1.6	-15	15	0.4	-5	-0.7

Next part.
Values run as follows: 3CLpro inhibitor	Y pestis TopoI	MazEF act	Anthrax LF prot	PfHsp40 rescue	SSB-PriA inh	DUSP3 inh	TcdB GH inh	Rv3671c protease	Vc quorum ag
- CC(NC(=O)c1cc(-c2cccs2)on1)c1ccccc1 (stereo unspecified)
 : 4	11	6	-12	-1.7	-3	-7	·	2	-2.5
- COC(=O)Cn1cnc2scc(-c3ccc(C)cc3)c2c1=O
 : -4	-19	10	-5	-0.6	-12	-10	2.0	-7	-0.6
- Cc1ccc(CC2C(=O)N(CC(=O)O)C(=O)C2C)cc1 (stereo unspecified)
 : -3	1	7	-2	-1.7	-6	25	·	3	0.4
- COc1ccc(NC(=O)c2cn(CCC#N)nc2-c2cccc(Br)c2)cc1
 : -3	-1	0	10	-0.3	-2	9	0.7	5	i
- Cc1cc(-n2cnnn2)cc(C)c1S(=O)(=O)N(C)c1ccccc1
 : -4	13	5	10	1.1	-12	7	2.0	-12	-0.3
- CCN(CC)Cc1cc(C(C)(C)C)cc(N2CCOCC2)c1O
 : ·	1	1	5	-2.0	2	·	-2.0	·	·
- CCc1ccccc1NC(=S)Nc1cc(OC)c(NC(=O)C(C)C)cc1OC
 : -3	-1	6	6	-1.1	3	23	1.0	5	i
- CC[C@@]12C(=O)N(c3cccc(Br)c3)C(=O)N1[C@H](c1ccc(Br)cc1)[C@@H]1C(=O)N(C(C)(C)C)C(=O)[C@@H]12
 : ·	2	2	0	-0.2	6	·	-1.8	-11	0.8
- OC[C@@H]1CC[C@@H](Cc2ccc(-c3ccccc3)cc2)O1
 : ·	9	4	-12	1.5	-7	·	-1.8	·	1.5
- Cc1ccc(Cn2nc(C)c(NC(=O)c3noc4c3CCCCC4)c2C)cc1
 : -1	15	-7	-3	1.0	6	-14	·	4	-1.0
- O=C(CCNc1n[nH]c(=O)[nH]c1=O)N1CCCCC1
 : 0	11	4	4	-0.7	-12	14	·	1	·
- COc1ccccc1C(=O)OCc1c(F)cccc1Cl
 : 5	11	-9	6	-0.9	-43	25	·	2	11
- CC(C)C(C(=O)NC(C)(C)C)N1C(=O)c2ccccc2C1=O (stereo unspecified)
 : 0	-5	-1	-2	15	-16	8	·	-1	i
- O=C(CCS(=O)(=O)c1ccccc1)Nc1ccc2c(c1)OCO2
 : 1	1	1	-4	0.3	1&-8	34	-0.4	13	-0.4
- CCCc1nc2oc3c(=O)[nH]cnc3c2c2c1CCCC2
 : 0	6	13	1	0.9	-8	0	0.8	-6	-3.3
- O=C(Nc1ccc2c(c1)CCC2)C1CCCN(c2ncccn2)C1 (stereo unspecified)
 : -7	7	8	-1	0.3	-15	5	·	-7	-0.3
- C=C(c1ccccc1)c1ccc(N(C)C)cc1
 : -2	-16	-4	0	-0.3	20	·	0.6	-4	-13
- O=C(O)C1C2CCC(O2)C1C(=O)Nc1ccc(OC(F)F)cc1 (stereo unspecified)
 : -1	-10	10	1	-0.2	-5	16	0.6	8	i
- CCC(C)NC(=O)c1ccccc1NC(=O)C(C)N(c1ccccc1)S(C)(=O)=O (stereo unspecified)
 : 6	3	-6	-5	-3.2	-5	14	1.2	5	-0.4
- COc1ccc(-[n+]2c(-c3ccccc3)cc(-c3ccc(C)cc3)cc2-c2ccccc2)cc1
 : -1	24	-11	-3	-1.1	11	15	0.3	7	-0.3
- CC(C)Nc1nc(NC(C)C)nc(Oc2ccc(OCc3ccccc3)nn2)n1
 : -2	11	-1	-1	0.4	-8	20	·	0	-3.4
- O=C(NC1CCOC1=O)OCc1ccccc1 (stereo unspecified)
 : ·	6	2	-5	·	·	·	-0.3	·	-0.6
- CCCCN(CCCC)c1ncnc2nc[nH]c12
 : 3	13	2	-4	138*	-4	-8	1.3	-4	-0.3
- O=C(CN1CCN(Cc2ccccc2Cl)C1=O)NCc1ccco1
 : 5	10	2	1	1.5	-5	22	·	-3	i
- CC1CCC(C(C)C)C(OC(=O)Cn2c(-c3ccc(Br)cc3)[n+](C)c3ccccc32)C1 (stereo unspecified)
 : 4&-8	34&16	-15&-27	-4&1	-0.1&2.0	10	17&22	1.7&1.1	-5&-1	-1.5&-0.1
- CC1(C)Cc2nc(Cl)c(C#N)cc2CO1
 : -3	4	6	5	-1.5	-4	9	10*	5	-0.2
- CCOC(=O)C1CCN(C(=O)COc2cc(C)c(Br)cc2C)CC1
 : -1	23	1	-5	0.4	-12	-11	·	-7	i
- CCOc1ccc(NC(=O)c2sc3nc(N4CCOCC4)c4c(c3c2N)CC(C)(C)OC4)cc1
 : 1	7	-5	-2	-1.2	-7	6	2.8	9	i
- CC1(C(=O)NCC(F)(F)F)CCN1C(=O)Cc1ccc(-c2ccccc2)cc1 (stereo unspecified)
 : ·	15	·	-7	·	·	·	0.7	·	i
- CC(OC(=O)c1ccccc1O)C(=O)Nc1ccc(Cl)cn1 (stereo unspecified)
 : 4	6	-5	-7	-0.8	-3	10	0.2	-1	i
- CCN(CC)c1ccc(CN(C(=O)c2ccco2)C2CCS(=O)(=O)C2)cc1 (stereo unspecified)
 : -1	1	-4	0	0.9	1	14	-2.2	2	-0.6
